KCNQ1 inh – inhibitors of human KCNQ1 channel, primary screen, cell-based, thallium flux, high-throughput | CHO-K1 KCNQ1, FluxOR thallium flux fluorescence; hits give high values | B-score at 10 µM | hit rate 1.3% among 310,000 | AID 2642, 2010;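 active means compounds whose thallium flux B-score, printed positive for inhibition, exceeds three library SD while starting fluorescence stays within three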;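 further: channel opened by potassium depolarization with thallium stimulus after 20 min compound exposure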
ANO1 block – TMEM16A chloride channel inhibitors, primary screen, cell-based, HTS; Anoctamin-1 (Mus musculus), Q8BHY3; normalized B-score (activity score, 25-100; higher = stronger inhibition) at 10 µM; hit rate 1.2% among 310,000; HEK293 TMEM16A/YFP iodide influx fluorescence, ionomycin; AID 588511, 2011;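 active means ratio plate-corrected score three or more library SD toward inhibition, starting fluorescence score within five deviations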;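 further: score derived from kinetic fluorescence span divided by baseline fluorescence per well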
MrgX1 ag – agonists of human MrgX1 receptor, primary screen, HEK293 cells, Fluo-4 calcium flux | Mas-related G-protein coupled receptor member X1 (Homo sapiens), Q96LB2 | Fluo-4 calcium fluorescence, agonist mode; hits give high values | B-score at 10 µM | hit rate 0.44% among 310,000 | AID 588627, 2011;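 active means calcium response B-score plate-corrected fluorescence ratio at least 3 library SD, with starting fluorescence B-score inside 5 SD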
Target sequence (Q96LB2 whole entry, looked up): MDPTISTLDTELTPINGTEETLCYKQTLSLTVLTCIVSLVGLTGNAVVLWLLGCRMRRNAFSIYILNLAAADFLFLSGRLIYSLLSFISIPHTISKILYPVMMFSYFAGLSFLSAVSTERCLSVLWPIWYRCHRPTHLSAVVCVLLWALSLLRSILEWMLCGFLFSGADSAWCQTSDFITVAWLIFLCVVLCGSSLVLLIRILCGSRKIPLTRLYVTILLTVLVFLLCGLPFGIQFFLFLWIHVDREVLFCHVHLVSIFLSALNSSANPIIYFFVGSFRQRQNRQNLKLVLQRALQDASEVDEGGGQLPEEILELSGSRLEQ
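Test system: Stable human MrgX1 HEK293 cell line | Schedule: Overnight plating before 1 h dye loading | Read-out basis: Baseline-normalised fluorescence change ratio, B-scored | Detection: Kinetic calcium dye fluorescence, Fluo-4 NW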
TMEM16A act – TMEM16A chloride channel activators or potentiators, primary screen, cell-based, HTS; HEK293 TMEM16A/YFP-H148Q/I152L, iodide quench fluorescence; hits give low values; B-score at 10 µM; Anoctamin-1 (Mus musculus), Q8BHY3; hit rate 0.3% among 340,000;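 active means fluorescence-ratio B-score plate-corrected deviation score at least 3 library SD below zero, with starting fluorescence score within 5 deviations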;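 further: channel opened by trigger with iodide after compound preincubation; score built on the fluorescence ratio of max minus min over baseline; more negative score means more quench and so TMEM16A activation or potentiation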
RGS4 inh – RGS4 inhibitors, primary screen, cell-based, HEK293 M3R inducible RGS4, calcium flux; Fluo-4 calcium flux; hits give high values; triggered by carbachol at its EC20; hit rate 0.45% among 310,000; B-score at 10 µM; Regulator of G-protein signaling 4 (Homo sapiens), P49798; AID 463165, 2010;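 active means B-score, a plate-corrected calcium signal, over three deviations above library mean, with baseline fluorescence within five deviations of library mean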;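 further: RGS4 expression induced by doxycycline in cells with stable M3 receptor; B-score is computed from the integrated fluorescence ratio over baseline after carbachol; higher B-score means a larger calcium signal and so more RGS4 inhibition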
MrgX1 allo act – positive allosteric modulators of MrgX1, primary screen, HEK293 cells, Fluo-4 calcium flux | FDSS; hits give high values | B-score at 10 µM | hit rate 0.63% among 310,000 | AID 588675, 2011;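 active means plate-corrected calcium response at least 3 library SD above typical, normal starting fluorescence, not activating the receptor alone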;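 further: compound read alongside a low EC10 to EC30 dose of BAM8-22 agonist; peak minus trough fluorescence over baseline measured at the second addition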
KCNK9 block – KCNK9 potassium channel inhibitors, primary screen, HEK293 cells, thallium flux | hit rate 1.2% among 310,000 | Potassium channel subfamily K member 9 (Homo sapiens), Q9NPC2 | FluxOR thallium flux fluorescence; hits give low values | AID 488922, 2010 | B-score at 10 µM;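 active means ratio B-score over 3 SD below the library mean, with starting fluorescence within 5 SD of its mean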;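 further: negative B-score means less thallium flux so channel inhibition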
Target sequence (Q9NPC2 whole entry, looked up): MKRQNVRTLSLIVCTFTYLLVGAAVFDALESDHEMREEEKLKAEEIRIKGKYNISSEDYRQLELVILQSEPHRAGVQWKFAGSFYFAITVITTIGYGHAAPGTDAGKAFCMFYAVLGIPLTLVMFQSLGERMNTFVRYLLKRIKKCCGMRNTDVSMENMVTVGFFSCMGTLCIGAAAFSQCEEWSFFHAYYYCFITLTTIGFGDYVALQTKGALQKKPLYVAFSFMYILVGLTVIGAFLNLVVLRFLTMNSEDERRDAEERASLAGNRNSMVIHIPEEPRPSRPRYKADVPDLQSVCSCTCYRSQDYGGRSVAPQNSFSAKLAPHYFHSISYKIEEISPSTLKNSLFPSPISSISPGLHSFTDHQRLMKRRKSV
KCNQ1 act – potentiators or activators of KCNQ1 channel, primary screen, cell-based, thallium flux, high-throughput; Potassium voltage-gated channel subfamily KQT member 1 (Homo sapiens), P51787; CHO-K1 KCNQ1, thallium flux FluxOR fluorescence; hits give high values; B-score at 10 µM; hit rate 0.35% among 310,000;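 active means fluorescence ratio B-score, a plate-corrected score, at least three library SD, with initial intensity B-score within 5 SD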
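Medium – assay buffer, equal DMSO in all wells · Material – CHO-K1 cell line with stable KCNQ1 potassium channel expression · Signal – kinetic FluxOR thallium fluorescence, 10-s 1-Hz baseline, 110-s post-stimulus read · Compound – single concentration per compound, DMSO matched to controls · Schedule – 37 °C overnight plating, 90-min dark dye load, 20-min compound pretreatment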
hERG protect – hERG rescue from dofetilide block, primary screen, cell-based, CHO-hERG, FluxOR thallium flux, dofetilide IC70 | Voltage-gated inwardly rectifying potassium channel KCNH2 (Homo sapiens), Q12809 | dofetilide IC70 present | activation (rescue from dofetilide block), less the hit threshold, % at 10 µM | hit rate 0.51% among 310,000;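 active means activation above the mean of controls blocked by dofetilide plus 5 SD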;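 further: thallium influx through hERG after potassium depolarization seen as dye fluorescence rise; in these data hits start at about 4.7%; inactives centre near -7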
RGS4 act – RGS4 potentiators or activators, primary screen, cell-based, HEK293 M3R inducible RGS4, calcium flux | carbachol calcium flux Fluo4; hits give low values | B-score at 10 µM | hit rate 0.92% among 310,000;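 active means B-score of the integrated calcium signal more than 4 SD below the library mean, with starting fluorescence not abnormally high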;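 further: negative B-score means reduced calcium response which marks RGS4 activation or potentiation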
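Detection: kinetic calcium fluorescence imaging with Fluo4-AM dye, 2 µM / Material: HEK293 cells with stable M3R and inducible RGS4 / Schedule: recording 10 s baseline at 1 Hz, 100 s post-agonist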
KCNK3 block – human KCNK3 channel inhibitors, primary screen, CHO cells, FluxOR thallium flux, B-score; B-score at 10 µM; FluxOR fluorescence; hits give low values; hit rate 0.84% among 340,000; AID 602410, 2012; Potassium channel subfamily K member 3 (Homo sapiens), O14649;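 active means B-score under library mean minus 4 SD, starting fluorescence ratio at most library mean plus 5 SD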;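 further: more negative B-score means stronger inhibition of thallium flux through KCNK3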
Target sequence (O14649 whole entry, looked up): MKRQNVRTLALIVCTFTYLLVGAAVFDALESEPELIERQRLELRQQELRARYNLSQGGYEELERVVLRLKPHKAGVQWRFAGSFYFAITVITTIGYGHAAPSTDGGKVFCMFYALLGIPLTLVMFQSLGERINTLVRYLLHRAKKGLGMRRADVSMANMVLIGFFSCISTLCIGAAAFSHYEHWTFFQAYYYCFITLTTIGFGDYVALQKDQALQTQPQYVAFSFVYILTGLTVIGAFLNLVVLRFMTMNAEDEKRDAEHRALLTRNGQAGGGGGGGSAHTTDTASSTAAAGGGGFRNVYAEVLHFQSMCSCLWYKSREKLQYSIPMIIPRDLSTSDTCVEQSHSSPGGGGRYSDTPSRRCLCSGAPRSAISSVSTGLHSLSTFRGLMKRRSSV
* = called active by the depositor; i = inactive; x = no result given.

SMILES	KCNQ1 inh	ANO1 block	MrgX1 ag	TMEM16A act	RGS4 inh	MrgX1 allo act	KCNK9 block	KCNQ1 act	hERG protect	RGS4 act	KCNK3 block
CCOC(=O)COc1c(OC)cc(Cl)cc1C1NC(=O)NC(C)=C1C(C)=O (centres undefined)	i	i	i	i	i	i	i	i	-8	i	i
CC(/C=N/NC(=O)c1sc(N)nc1C)=C\c1ccccc1	i	i	i	i	i	i	i	i	-3	i	i
Cc1nc(C(N)=O)c(N)n1CCc1ccccc1	i	i	i	i	i	i	i	i	-9	i	i
Cc1cc(C)c(S(=O)(=O)NCC2CCC(C(=O)NCCCN3CCC(C)CC3)CC2)c(C)c1 (centres undefined)	i	i	i	i	i	i	i	i	-6	i	i
O=C(OCn1nnc2ccccc2c1=O)c1ccc(S(=O)(=O)N2CCOCC2)cc1	i	i	i	i	i	i	i	i	-7	i	i
CCC(c1nnnn1CCC(C)C)N1CCC(C(N)=O)CC1 (centres undefined)	i	i	i	i	i	i	i	i	-3	i	i
CC(OC(=O)c1cccc(-n2cnnn2)c1)C(=O)Nc1ccc(F)cc1 (centres undefined)	i	i	i	i	i	i	i	i	-8	i	i
O=C(NCc1ccccc1Cl)C1CCCN1C(=O)NCc1ccccc1 (centres undefined)	i	i	i	i	i	i	i	i	-6	i	i
CC1CN(C(=O)Cn2cc(SCC(=O)N3CCOCC3)c3ccccc32)CC(C)O1 (centres undefined)	i	i	i	i	i	i	i	i	-10	i	i
O=C(O)CCCCN1C(=O)/C(=C\c2ccc(OCc3ccccc3)c(OCc3ccccc3)c2)SC1=S	i	i	i	i	i	i	i	i	-14	i	i
COc1ccc(C(=O)Nc2ccccc2NC(=O)c2ccco2)c(OC)c1	i	i	i	i	i	i	i	i	-4	i	i
CC(OC(=O)c1ccc2ncsc2c1)C(=O)NCc1ccccc1 (centres undefined)	i	i	i	x	i	i	i	i	-10	i	x
COc1ccc(OCc2cc(C(=O)NCc3cccc(C)n3)no2)c(Cl)c1	i	i	i	i	i	i	i	i	-14	i	i
CCCc1cc(NCCCCO)n2c(nc3ccccc32)c1C#N	i	i	i	i	i	i	i	i	-7	i	i
CCOc1ccc2c(c1)OC(c1ccc(C)cc1)(C(F)(F)F)NC2=O (centres undefined)	i	i	i	i	i	i	i	i	-8	i	i
Cc1ccc(NC(=O)CSc2ccccc2NC(=O)c2cccc(Cl)c2)cc1Cl	i	i	i	i	i	i	i	i	-4	i	i
COc1cc2nc(CC(C)C)n(NC(=O)c3ccccc3)c(=O)c2cc1OC	i	i	i	i	i	i	i	i	-8	i	i
COc1ccc(CCNS(=O)(=O)c2cn(C)cn2)cc1OC	i	i	i	i	i	i	i	i	-3	i	i
Cc1ccc(COC(=O)NCc2cccnc2)cc1	i	i	i	i	i	i	i	i	-7	i	i
COc1cccc(C(c2sc3nc(C)nn3c2O)N2CCN(C(=O)c3ccco3)CC2)c1 (centres undefined)	i	i	i	i	i	i	i	i	-11	i	i
NC(=O)[C@H](Cc1cc2ccccc2s1)NC(=O)[C@@H]1CC2(CC(c3cccc(NC(=O)[C@@H]4CCC(=O)N4)c3)=NO2)CN1C(=O)c1ccccc1 (some centres undefined)	i	i	i	i	i	i	i	i	-6	i	i
O=C1CC(C2CCCO2)C(=O)N1Cc1ccccc1 (centres undefined)	i	i	i	i	i	i	i	i	-2	i	i
COc1ccc(OCC(=O)NCCNC(=O)c2cccnc2)cc1	i	i	i	i	i	i	i	i	-2	i	i
COc1ccc2[nH]cc(CCn3ccc(O)c(C/C=C/c4ccccc4)c3=O)c2c1	i	i	i	i	7.3*	i	i	i	-18	i	i
COc1ccccc1C(=O)COC(=O)/C(=C/c1ccccc1)NC(C)=O	i	i	i	i	i	i	i	i	-7	i	i
CCOC(=O)COc1ccc(S(=O)(=O)NCc2ccco2)cc1	i	i	i	i	i	i	i	i	-13	i	i
Cc1noc(C)c1CN(C(=S)NC1CC2CCC1C2)c1ccccc1 (centres undefined)	i	i	i	i	i	i	i	i	-18	i	i
CC(C)Oc1ccc(S(=O)(=O)N2CCOCC2)cc1NC(=O)Cc1cccs1	i	i	i	i	i	i	i	i	-16	i	i
CN1C(=O)C2CN(CCc3ccccc3)CNC2N(C)C1=O (centres undefined)	i	i	i	i	i	i	i	i	-3	i	i
CC(=O)COC(=O)CNC(=O)c1ccc(Br)cc1	i	i	i	i	i	i	i	i	-14	i	i
COc1ccc(CNC(=O)Nc2ccc([N+](=O)[O-])cc2)cc1	i	i	i	i	i	i	i	i	-7	i	i
COc1ccc(OCCCC(=O)Nc2cccc(C(C)=O)c2)cc1	i	i	i	i	i	i	i	i	-3	i	i
O=C(CSc1nnc(-c2ccccc2O)o1)NC1CCCCC1	i	i	i	i	i	i	i	i	-7	i	i
COc1ccccc1Oc1ncnc2sccc12	i	i	i	i	i	i	i	i	-6	i	i
COc1cc2oc3ccccc3c2cc1N(CC(=O)N1CCCCC1)S(=O)(=O)c1ccc(C)cc1	i	i	i	-29*	i	i	i	i	-10	i	i
COc1ccc(NC2CCCN(C(=O)Cn3ccc(C)n3)C2)cc1OC (centres undefined)	i	i	i	i	i	i	i	i	-5	i	i
CSCC[C@H](N)C(=O)NCC1CCC(C(=O)Nc2ccc3c(c2)OCO3)CC1 (some centres undefined)	i	i	i	i	i	i	i	i	-6	i	i
CCN1CCC2(CCN(Cc3cn[nH]c3-c3ccc(OC)c(F)c3)C2)C1 (centres undefined)	i	i	i	i	i	i	i	i	-6	i	i
CCOc1ccc2[nH]c(=O)c(C(c3nnnn3CCOC)N3CCOCC3)cc2c1 (centres undefined)	i	i	i	i	i	i	i	i	-6	i	i
COC(=O)c1ccc(C(=O)OCc2nc3cc4ccccc4cc3[nH]2)cc1	i	i	i	i	i	i	i	i	-3	i	i
Cc1ccn2c(NC3CCCCC3)c(C(C)C)nc2c1	i	i	i	i	i	i	i	i	-4	i	i
CN(Cc1cnccn1)C(=O)CC1C(=O)NCCN1Cc1ccc(F)cc1Cl (centres undefined)	i	i	i	i	4.8*	i	i	i	-8	i	i
COc1ccc(OC)c(S(=O)(=O)Nc2cccc(F)c2)c1	i	i	i	i	i	i	i	i	-5	i	i
CCNC(=O)NC(=O)C(C)Sc1ccc2c(c1)OCCO2 (centres undefined)	x	i	i	i	x	i	x	x	x	x	i
Cc1cc[n+](-c2[nH]c(=O)sc2/C=N/N=C(\[O-])c2ccncc2)cc1C	i	i	i	i	i	i	i	i	-10	i	i
CCOC(=O)c1c(S(=O)(=O)NCC(C)c2ccccc2)c(C)n(C)c1C (centres undefined)	i	i	i	i	i	i	i	i	-5	i	i
CCC(=O)Nc1nnc(S(=O)(=O)N2CCc3ccccc32)s1	i	i	i	i	i	i	i	i	-7	i	i
COc1ccccc1CC(=O)NCCc1ccc(S(N)(=O)=O)cc1	i	i	i	i	i	i	i	i	-10	i	i
CC(=O)Nc1ccccc1C(F)(F)F	i	i	i	i	i	i	i	i	0	i	i
CCOC(=O)CC1CCCCN1C(=O)CCCn1nnnc1CN1CCOCC1 (centres undefined)	i	i	i	i	i	i	i	i	-9	i	i
O=C(O)CCN1C(=O)c2ccc(NC(=O)CSCc3ccccc3)cc2C1=O	i	i	i	i	i	i	i	i	-3	i	i
O=C(CC(=O)Nc1ccccn1)Nc1ccccn1	i	i	i	i	i	i	i	i	-8	i	i
CCC(=O)Nc1ccc(NC(=O)c2cc3ccccc3o2)cc1	i	i	i	i	i	i	i	i	-1	i	i
CC(NC(=O)CCc1nnc(C2CCCCC2)o1)c1ccc(F)cc1 (centres undefined)	i	i	i	i	i	i	i	i	-9	i	i
CCCS(=O)(=O)N1CCC(C(=O)NCCCN2CCC(Cc3ccccc3)CC2)CC1	i	i	i	i	i	i	i	i	-3	i	i
Cc1cc(NC(=O)CSc2ccccc2)no1	i	i	i	i	i	i	i	i	3	i	i
CCc1ccc2nc(N3CCN(C(=O)C(C)(C)C)CC3)sc2c1	i	i	i	i	i	i	i	i	-2	i	i
Cc1ccc(C)c(NC(=S)N(CCc2nc3cc(C)c(C)cc3[nH]2)Cc2cccnc2)c1	i	i	i	i	i	i	i	i	-1	i	i
O=C(Nc1ccccc1)Nc1ccc2ocnc2c1	i	i	i	i	i	i	i	i	-8	i	i
COc1ccc(N2CS(=O)CC2=O)cc1 (centres undefined)	i	i	i	i	i	i	i	i	-5	i	i
(more compounds)
SMILES	KCNQ1 inh	ANO1 block	MrgX1 ag	TMEM16A act	RGS4 inh	MrgX1 allo act	KCNK9 block	KCNQ1 act	hERG protect	RGS4 act	KCNK3 block
Cc1cc(NS(=O)(=O)c2ccc(NC(=O)CSc3nc4sc(C(=O)O)c(C)c4c(=O)[nH]3)cc2)no1	i	i	i	i	i	i	i	i	-5	i	i
COc1ccc(C(=O)Nc2cnccn2)cc1[N+](=O)[O-]	i	i	i	i	i	i	i	i	-1	i	i
CS(=O)(=O)N1CCN(c2nnc(-c3ccccc3)c3ccccc23)CC1	i	i	i	i	i	i	i	i	-8	i	i
COc1ccc(NC(=O)c2ccc(S(=O)(=O)NCc3cccnc3)cc2)cc1	i	i	i	i	i	i	i	i	-2	i	i

Another view of some results above:
Value order – KCNQ1 inh	ANO1 block	MrgX1 ag	TMEM16A act	RGS4 inh	MrgX1 allo act	KCNK9 block	KCNQ1 act	hERG protect	RGS4 act	KCNK3 block
- Cc1cc(NS(=O)(=O)c2ccc(NC(=O)CSc3nc4sc(C(=O)O)c(C)c4c(=O)[nH]3)cc2)no1
  i	i	i	i	i	i	i	i	-5	i	i
- COc1ccc(C(=O)Nc2cnccn2)cc1[N+](=O)[O-]
  i	i	i	i	i	i	i	i	-1	i	i
